Screening data (PubChem)
MrgX1 agonist = agonists of human MrgX1 receptor. Q96LB2. MrgX1-HEK293 cells, Fluo-4 calcium fluorescence, agonist mode; stronger effect = higher value. B-score at 10 µM. 310,000 tested, 0.44% active. AID 588627;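 active = calcium response B-score plate-corrected fluorescence ratio at least 3 library SD, with starting fluorescence B-score inside 5 SD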
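Material – MrgX1-expressing HEK293 cells · Input – 15,000 cells seeded per well · Dosing – compound as first of three additions · Times – overnight seeding, then 1 h dark dye loading · Measured by – kinetic Fluo-4 NW fluorescence of intracellular calcium · Read-out – B-scored fluorescence response ratio · Benchmarks – positive and negative control wells on each plate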
TMEM16A inh = inhibitors of mouse TMEM16A calcium-activated chloride channel | Q8BHY3 | HEK293 TMEM16A/YFP iodide influx fluorescence, ionomycin | normalized B-score (activity score, 25-100; higher = stronger inhibition) at 10 µM | 310,000 tested, 1.2% active | AID 588511;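 active = ratio plate-corrected score three or more library SD toward inhibition, starting fluorescence score within five deviations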;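 note: score derived from kinetic fluorescence span divided by baseline fluorescence per well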
Target sequence (Q8BHY3 whole entry, looked up): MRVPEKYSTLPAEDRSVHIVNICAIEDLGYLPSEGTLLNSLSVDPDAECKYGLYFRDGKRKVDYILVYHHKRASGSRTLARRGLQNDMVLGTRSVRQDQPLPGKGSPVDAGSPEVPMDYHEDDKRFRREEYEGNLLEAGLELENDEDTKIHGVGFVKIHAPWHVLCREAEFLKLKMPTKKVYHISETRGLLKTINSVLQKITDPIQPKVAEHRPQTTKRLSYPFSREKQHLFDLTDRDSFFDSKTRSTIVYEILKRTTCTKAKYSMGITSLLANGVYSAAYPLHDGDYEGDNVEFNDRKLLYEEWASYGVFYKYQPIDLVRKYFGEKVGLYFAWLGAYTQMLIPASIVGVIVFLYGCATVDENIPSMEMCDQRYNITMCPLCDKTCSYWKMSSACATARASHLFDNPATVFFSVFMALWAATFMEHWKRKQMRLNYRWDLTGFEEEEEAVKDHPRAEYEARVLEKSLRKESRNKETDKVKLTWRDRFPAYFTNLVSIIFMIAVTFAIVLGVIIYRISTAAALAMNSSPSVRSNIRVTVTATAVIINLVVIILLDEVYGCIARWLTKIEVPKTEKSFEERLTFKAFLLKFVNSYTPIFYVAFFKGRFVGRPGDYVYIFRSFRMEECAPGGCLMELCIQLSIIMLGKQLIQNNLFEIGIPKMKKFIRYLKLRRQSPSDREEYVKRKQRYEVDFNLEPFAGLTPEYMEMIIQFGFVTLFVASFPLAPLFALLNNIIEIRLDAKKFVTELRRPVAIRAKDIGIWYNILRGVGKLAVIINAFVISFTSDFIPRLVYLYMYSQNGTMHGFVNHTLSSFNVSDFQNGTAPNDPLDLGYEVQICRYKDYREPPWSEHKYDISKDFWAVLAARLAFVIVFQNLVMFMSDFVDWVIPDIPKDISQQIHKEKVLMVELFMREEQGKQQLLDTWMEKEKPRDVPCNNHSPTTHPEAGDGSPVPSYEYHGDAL
SKKanGAS inh = SKKanGAS growth inhibition | inhibition, % at 7.5 µM | 300,000 tested, 1.3% active | S. pyogenes SKKanGAS, kanamycin growth, BacTiter-Glo, 6 h;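 active = mean replicate score, as percent of positive control median, at least 50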;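 note: strain carries kanamycin resistance gene driven by streptokinase promoter and grows in 40 µg/ml kanamycin; loss of luminescence reflects streptokinase promoter inhibition or plain growth inhibition; 0% = median of DMSO wells and 100% = positive control at its reference dose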
TRPC4 agonist = activators of mouse TRPC4 channel | 310,000 tested, 0.49% active | AID 2237 | HEK293 TRPC4beta/mu-opioid, Fluo4 calcium fluorescence; stronger effect = higher value | B-score at 10 µM | Q9QUQ5;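 active = B-score above 5 SD of library B-scores, and initial fluorescence ratio not above library mean plus 5 SD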;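 note: positive B-score marks a calcium rise read as TRPC4 activation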
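Material: TRPC4beta and mu-opioid receptor HEK293 stable cells | Incubation: 45 min room-temperature Fluo4 loading, 110 s read | Detection: Kinetic Fluo4 calcium fluorescence | Measure: Integrated baseline-normalised fluorescence ratio, converted to per-well B score | Benchmarks: Low control buffer alone, high control maximal DAMGO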
MrgX1 PAM = human MrgX1 positive allosteric modulation, primary screen; 310,000 tested, 0.63% active; AID 588675; B-score at 10 µM; MrgX1-HEK293, Fluo-4 calcium flux, FDSS; stronger effect = higher value; Q96LB2;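 active = plate-corrected calcium response at least 3 library SD above typical, normal starting fluorescence, not activating the receptor alone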;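 note: compound read alongside a low EC10 to EC30 dose of BAM8-22 agonist; peak minus trough fluorescence over baseline measured at the second addition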
TRPC6 act = mouse TRPC6 channel activation | B-score at 10 µM | HEK293-TRPC6 membrane potential dye fluorescence; stronger effect = higher value | Q61143 | AID 2550 | 310,000 tested, 0.13% active;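 active = B-score of the integrated fluorescence ratio above library mean plus 3 SD, and starting fluorescence ratio within library mean plus 5 SD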;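 note: higher score means more depolarization so channel activation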
TRPC4 PAM = allosterically enhances the mouse TRPC4 cation channel | Q9QUQ5 | HEK293 TRPC4beta/mu-opioid, DAMGO EC20, Fluo-4 Ca2+ flux; stronger effect = higher value | B-score at 10 µM | 310,000 tested, 0.42% active;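 active = B-score of calcium response area above 5 SD of library B-scores, with initial fluorescence ratio within 5 SD of library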;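 note: B-score of integrated fluorescence ratio over time as area under calcium response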
MrgX1 antagonist = blocks BAM8-22 activation of human MrgX1 receptor. 310,000 tested, 1.3% active. AID 588676. B-score at 10 µM. MRGX1-HEK293 calcium flux, Fluo-4, BAM8-22 antagonism; stronger effect = lower value;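 active = calcium-response B-score plate-corrected more than 3 library SD below zero, starting fluorescence within 5 deviations, no agonist response on first addition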;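 note: peak minus trough fluorescence over baseline after final BAM8-22 challenge near maximal dose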
TRPC4 inh = TRPC4 (mouse) channel inhibition. HEK293 TRPC4beta/mu-opioid, DAMGO-evoked Fluo4 calcium flux; stronger effect = lower value. B-score at 10 µM. Q9QUQ5. 300,000 tested, 0.39% active;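 active = B-score over 3 SD under the library average, no early fluorescence shift, positive overall ratio signal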
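material = TRPC4beta/mu-opioid receptor HEK293 cell line | probe or stimulus = sequential submaximal and maximal DAMGO stimulation | compound dosing = one concentration per compound | measured by = Fluo4 Ca2+ flux fluorescence | evaluation = integrated fluorescence ratio relative to baseline, converted to per-well B score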
TRPC6 inh = inhibitors of mouse TRPC6 channel | HEK293-TRPC6, membrane potential dye, ACh-evoked depolarization; stronger effect = lower value | B-score at 10 µM | 310,000 tested, 1.1% active | AID 2553;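 active = B-score under library mean minus 3 SD, initial fluorescence not abnormally high, positive integrated signal ratio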;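 note: B-score derived from integrated fluorescence ratio over the kinetic read; more negative B-score means stronger inhibition of depolarization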
ANO1 activ = mouse TMEM16A channel activation, primary screen; 340,000 tested, 0.3% active; HEK293 TMEM16A/YFP-H148Q/I152L, iodide quench fluorescence; stronger effect = lower value; Q8BHY3; B-score at 10 µM;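 active = fluorescence-ratio B-score plate-corrected deviation score at least 3 library SD below zero, with starting fluorescence score within 5 deviations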;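 note: channel opened by trigger with iodide after compound preincubation; score built on the fluorescence ratio of max minus min over baseline; more negative score means more quench and so TMEM16A activation or potentiation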
* hit, by the source's call; i = inactive; . = no result given.

SMILES	MrgX1 agonist	TMEM16A inh	SKKanGAS inh	TRPC4 agonist	MrgX1 PAM	TRPC6 act	TRPC4 PAM	MrgX1 antagonist	TRPC4 inh	TRPC6 inh	ANO1 activ
CCOC(=O)N1CCN(C(=S)NC(=O)c2c(-c3c(Cl)cccc3Cl)noc2C)CC1	i	i	-2	i	i	i	i	i	i	i	i
COc1ccccc1NC(=O)C(=O)N/N=C(\C)CC(=O)Nc1ccc(OCc2ccccc2)cc1	i	i	2	i	i	i	i	i	i	i	i
COc1ccccc1N1CCN(C2CCCN(Cc3cccc(O)c3)C2)CC1 (stereo not given)	i	i	-4	i	i	i	i	i	i	i	i
Cc1ccc(Cn2nnc3c(=O)[nH]c(C4CCN(S(=O)(=O)c5ccccc5)CC4)nc32)cc1	i	i	7	i	i	i	i	i	i	i	i
O=C(O)CSc1c[nH]c2ccccc12	i	i	8	i	i	i	i	i	i	i	i
O=C(COc1cccc2ccccc12)NNC(=O)C1CCCO1 (stereo not given)	i	i	0	i	i	i	i	i	i	i	i
Cc1[nH]n(-c2ccccc2)c(=O)c1N=Nc1ccc2c(c1)OCO2	i	i	-11	i	i	i	i	i	i	i	i
CCOC(=O)C1CCN(C(c2cc3ccc(C)c(C)c3[nH]c2=O)c2nnnn2C2CCCCC2)CC1 (stereo not given)	i	i	0	i	i	i	i	i	i	-8.8*	i
COC(=O)/C=C/C(=O)Nc1cccc(C(F)(F)F)c1	i	i	1	i	i	i	i	i	i	i	i
CC(C)C(=O)N1C2CCC1CC(O)(c1ccc(F)cc1)C2 (stereo not given)	i	i	2	i	i	i	i	i	i	i	i
CC(C)OCCCNC(=O)c1cn(C)c2ccc(S(=O)(=O)N(C)C3CCCCC3)cc2c1=O	i	i	-3	i	i	i	i	i	i	i	i
CC(C)NC(=O)CCn1c(=S)oc2ccccc21	i	i	3	i	i	i	i	i	i	i	i
COc1ccc(C(O)P(=O)(OCCC(C)C)c2ccc(N(C)C)cc2)cc1OC (stereo not given)	i	i	-1	i	i	i	i	i	i	i	i
COc1ccc(CC(=O)Nc2c(C(=O)N3CCN(c4ccccc4)CC3)oc3ccccc23)cc1OC	i	i	7	i	i	i	i	i	i	i	i
Cc1ccccc1OCC(=O)NCCNC(=O)c1cccnc1	i	i	-3	i	i	i	i	i	i	i	i
O=C(N/N=C/c1ccccc1OC(F)F)NC1CCCCC1	i	i	-5	i	i	i	i	i	i	i	i
COc1ccc(OC)c(C2CC(=O)Nc3c2c(=O)[nH]c2ncnn32)c1 (stereo not given)	i	i	0	i	i	i	i	i	i	i	i
Cc1cccc(N/C=C/C(=C(C#N)C#N)N(C)C)c1	i	i	-9	i	i	i	i	i	i	i	i
Cc1cccc(N2CCN(C(=O)c3c(-c4ccccc4)noc3C)CC2)c1C	i	i	2	i	i	i	i	i	i	i	i
CC1=CC(=O)C=C(C)C1=NOC(=O)c1cccc([N+](=O)[O-])c1	i	i	4	i	i	i	i	i	i	i	i
N#Cc1ccc(OCc2cccc(S(=O)(=O)N3CCOCC3)c2)cc1	i	i	-4	i	i	i	i	i	i	i	i
CCOC(=O)c1c(C)[nH]c(C(=O)N/N=C/c2cc([N+](=O)[O-])ccc2O)c1C	i	25*	80*	i	i	i	i	i	i	i	i
Cn1c(CC(=O)Nc2ccccc2)nnc1SCC(=O)NC1=NCCS1	i	i	1	i	i	i	i	i	i	i	i
Cc1n[nH]c(C)c1CCCCOc1ccc([N+](=O)[O-])cc1	i	i	26	i	i	i	i	i	i	i	i
CN(CC(=O)Nc1ccccc1Cl)C(=O)COC(=O)CNC(=O)c1ccc(Br)o1	i	i	1	i	i	i	i	i	i	i	i
CC(=O)c1ccccc1OC(=O)CCN1C(=O)c2ccccc2C1=O	i	i	-11	i	i	i	i	i	i	i	i
O=C(Nc1cccc(O)c1)C1CC(c2c(F)cccc2Cl)=NO1 (stereo not given)	i	i	-2	i	i	i	i	i	i	i	i
CCC(C)NCCOCCOc1ccccc1-c1ccccc1 (stereo not given)	i	i	2	i	i	i	i	i	-7*	i	i
Cc1ccc2c(c1)N(C(=O)CCC(=O)N1CCOCC1)CC(C)O2 (stereo not given)	i	i	3	i	i	i	i	i	i	i	i
COc1cccc(-n2c(SCC(=O)NCc3cccs3)nc3ccccc3c2=O)c1	i	i	-4	i	i	i	i	i	i	i	i
Cc1ccc(/C=N/N2C(=S)SC(C)(C)C2N(O)C(=O)Nc2ccc([N+](=O)[O-])cc2)cc1 (stereo not given)	i	i	29	i	i	i	i	i	i	i	i
COc1ccc(NC(=O)C(NC(=O)c2ccc(C)cc2)c2ccccc2)cc1 (stereo not given)	i	i	-3	i	i	i	i	i	i	i	i
O=C(O)CCS(=O)(=O)c1ccc(-c2ccccc2)cc1	i	i	10	i	i	i	i	i	i	i	i
Cc1csc(NC(=O)CSc2nnc(CCNC(=O)c3cccs3)n2C)n1	i	i	-1	i	i	i	i	i	i	i	i
CCOc1ccc(CC(=N)C2=C(O)CC(C)(C)CC2=O)cc1OCC	i	i	-13	i	i	i	i	i	i	i	i
Cc1ccc(S(=O)(=O)N(C)Cc2nc(-c3ccncc3)no2)cc1	i	i	6	i	i	i	i	i	i	i	i
CCOC(=O)c1ccc(NC(=O)CSc2nc(N)c(NC(=O)c3ccc(Br)o3)c(=O)[nH]2)cc1	i	i	-3	i	i	i	i	i	i	i	i
CC(C)(CO)NCc1ccccc1OCC(=O)Nc1ccccc1	i	i	4	i	i	i	i	i	i	i	i
CCOC(=O)c1c(-c2ccc(C)cc2)csc1NC(=O)CCSc1nnc2ccccn12	i	i	2	i	i	i	i	i	i	i	i
CC(=O)Nc1cccc(NC(=O)CS(=O)(=O)c2cn(CC(=O)N(C(C)C)C(C)C)c3ccccc23)c1	i	i	5	i	i	i	i	i	i	i	i
CCN(C(=O)/C=C/c1ccc(OC)cc1)C1CCCCC1	i	i	2	i	i	i	i	i	i	i	i
CCCC(=O)Nc1ccc(C(=O)NNC(=S)NC(=O)c2ccc(Br)o2)cc1	i	i	27	i	i	i	i	i	i	i	i
CCCNC(=O)C(Cc1ccccc1)NS(=O)(=O)c1cccc2nsnc12 (stereo not given)	i	i	1	i	i	i	i	i	i	i	i
Cc1ccc(S(=O)(=O)NCCc2ccncc2)cc1[N+](=O)[O-]	i	i	-3	i	i	i	i	i	i	i	i
Cc1ccccc1-c1nc(CS(=O)(=O)CC(=O)NC(C)c2ccccc2)c(C)o1 (stereo not given)	i	i	-3	i	i	i	i	i	i	i	i
CCN(CC(=O)Nc1ccc(NC(C)=O)cc1)C(=O)/C=C/c1ccco1	i	i	-16	i	i	i	i	i	i	i	i
CCOC(=O)COc1cc2c3c(c(=O)oc2cc1C)CCCC3	i	i	2	i	i	i	i	i	i	i	i
COC(=O)c1ccccc1NC(=O)C1CCCC1	i	i	-9	i	i	i	i	i	i	i	i
O=C(Nc1ccccc1)C1=C[C@H](c2ccc3c(c2)OCO3)C[C@H](OCc2ccc(CO)cc2)O1	i	i	19	i	i	i	10*	i	i	i	i
Cc1c(C(=O)Nc2ccc(F)cc2)oc2ccc(S(=O)(=O)N3CC(C)CC(C)C3)cc12 (stereo not given)	i	i	15	i	i	i	i	i	i	i	i
COc1ccccc1-n1cc(-c2ccccc2)c2c(=S)nc[nH]c21	i	i	5	i	16*	i	i	i	i	i	i
CC(Cc1cccs1)NC(=S)Nc1ccc(Cl)c(Cl)c1 (stereo not given)	i	i	5	i	i	i	i	-6.8*	i	i	i
Cc1cc(C)c(S(=O)(=O)N2CCC(C(=O)NCc3ccc(Cl)cc3Cl)CC2)c(C)c1	i	i	13	i	i	i	i	i	i	i	i
CCC1Cc2c(nc(N)c3c(N)nc(N4CCCCC4)c(C#N)c23)O1 (stereo not given)	i	i	19	i	i	i	i	i	i	i	i
O=C(NCc1n[nH]c(=S)n1-c1ccc(Cl)c(Cl)c1)c1cccs1	i	i	16	i	i	i	i	i	i	i	i
COc1ccc(S(=O)(=O)N2CCCCCC2)cc1C(=O)N(C)CC(=O)Nc1cc(C)ccc1C	i	i	13	i	i	i	i	i	i	i	i
CCCCN(C)C(=O)c1cn(CC)c2nc(C)ccc2c1=O	i	i	-3	i	i	i	i	i	i	i	i
COc1ccc(/C=C2\C(=O)ON=C2c2ccccc2)cc1	i	i	-1	i	i	i	i	i	i	i	i
CCC(C)Nc1nc2c(c(=O)[nH]c(=O)n2C)n1CCOc1ccccc1 (stereo not given)	i	i	7	i	i	i	i	i	i	i	.
Cc1ccc(C(=O)Nc2ccccc2C(=O)NCC2CCCO2)cc1 (stereo not given)	i	i	5	i	i	i	i	i	i	i	i

(continued)
SMILES	MrgX1 agonist	TMEM16A inh	SKKanGAS inh	TRPC4 agonist	MrgX1 PAM	TRPC6 act	TRPC4 PAM	MrgX1 antagonist	TRPC4 inh	TRPC6 inh	ANO1 activ
O=C(NCc1cccnc1)c1cccnc1-c1nc2ccccc2s1	i	i	-2	i	i	i	i	i	i	i	i
Cc1cccc(C)c1OCCCCCNCCO	i	i	10	i	i	i	i	i	i	i	i
Cc1cc(C(F)(F)F)nc(SCC(=O)Nc2c(C)n(C)n(-c3ccccc3)c2=O)n1	i	i	3	i	i	i	i	i	i	i	i
CC1(C)CC(=O)C(C=NC2CCCCC2)=C(O)C1	i	i	0	i	i	i	i	i	i	i	i
Cc1c(Cl)c(=O)n2c(=O)c(Cl)c(C)n12	i	i	4	i	i	i	i	i	i	i	i

Look-ups from the list.
SKKanGAS inh with N#Cc1ccc(OCc2cccc(S(=O)(=O)N3CCOCC3)c2)cc1 is entered as -4
SKKanGAS inh with CC1(C)CC(=O)C(C=NC2CCCCC2)=C(O)C1 is entered as 0

Hits appear at their usual frequency; any-hit rate near 6.7%.
